APEX1 inh: blocks human APE1 abasic DNA cleavage | P27695 | recombinant APE1, TAMRA/BHQ-2 abasic DNA cleavage fluorescence | Potency, µM (highest dose often 65.8 µM), for inactives: at the highest dose activity change, negative = inhibition, hits mostly inhibitors | hit rate 0.35% among 350,000 | AID 2517;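 further: plate controls were vehicle for no effect and reference inhibitor for full effect; nearly all actives have a fitted effect of over 55% in size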
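Kinetic fluorescence read (525 ex/598 em nm, three reads 60 s apart) of AP-site incision; signal = third minus first read. Enzyme 0.75 nM, dual-labelled THF duplex 50 nM, compound preincubation 15 min RT.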
BLM helicase inh: Bloom syndrome helicase (human) inhibition; Potency, µM (highest dose often 56.1 µM), for the others: at the top dose activity change, negative = inhibition, usual class: inhibitors; P54132; AID 2528; recombinant BLM DNA unwinding, fluorescence dequenching; hit rate 0.2% among 350,000;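 further: plate controls were vehicle for no effect and no enzyme for full effect; nearly all actives have a fitted effect of over 35% in size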
Pol beta inh: DNA polymerase beta (human) inhibition; Potency, µM (top dose mostly 114 µM), for inactives: top-dose activity change, negative = inhibition, actives largely listed as inhibitors; AID 485314; hit rate 1.3% among 340,000; Pol beta primer extension/strand displacement, fluorescence kinetic; P06746; further: on the % scale 0 is the no-effect control and ±100 the full control effect
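Pol beta (10 nM) was preincubated with compound for 15 min at room temperature. The reaction was then started with 50 nM substrate and read immediately and after a further 10 min at room temperature.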
Pol kappa inh: blocks human DNA polymerase kappa activity; Q9UBT6; purified Pol kappa, fluorescent DNA synthesis assay, 10 min; Potency, µM (top dose mostly 107 µM), for inactives: at the top dose activity, negative = inhibition, actives largely listed as inhibitors; hit rate 0.53% among 400,000; further: on the % scale 0 is the no-effect control and ±100 the full control effect
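First, compounds were pin-transferred onto 10 nM Pol kappa. After 15 min at room temperature, substrate was added to 50 nM final. Fluorescence was then measured kinetically at 0 and 10 min.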
Pol eta inh: inhibitors of human DNA polymerase eta; hit rate 1.2% among 390,000; recombinant Pol eta, fluorescent DNA replication assay; Potency, µM (titrated, usually from 114 µM), for the others: at the highest dose activity change, negative = inhibition, usual class: inhibitors; further: on the % scale 0 is the no-effect control and ±100 the full control effect
Target sequence (Q9Y253 whole entry, looked up): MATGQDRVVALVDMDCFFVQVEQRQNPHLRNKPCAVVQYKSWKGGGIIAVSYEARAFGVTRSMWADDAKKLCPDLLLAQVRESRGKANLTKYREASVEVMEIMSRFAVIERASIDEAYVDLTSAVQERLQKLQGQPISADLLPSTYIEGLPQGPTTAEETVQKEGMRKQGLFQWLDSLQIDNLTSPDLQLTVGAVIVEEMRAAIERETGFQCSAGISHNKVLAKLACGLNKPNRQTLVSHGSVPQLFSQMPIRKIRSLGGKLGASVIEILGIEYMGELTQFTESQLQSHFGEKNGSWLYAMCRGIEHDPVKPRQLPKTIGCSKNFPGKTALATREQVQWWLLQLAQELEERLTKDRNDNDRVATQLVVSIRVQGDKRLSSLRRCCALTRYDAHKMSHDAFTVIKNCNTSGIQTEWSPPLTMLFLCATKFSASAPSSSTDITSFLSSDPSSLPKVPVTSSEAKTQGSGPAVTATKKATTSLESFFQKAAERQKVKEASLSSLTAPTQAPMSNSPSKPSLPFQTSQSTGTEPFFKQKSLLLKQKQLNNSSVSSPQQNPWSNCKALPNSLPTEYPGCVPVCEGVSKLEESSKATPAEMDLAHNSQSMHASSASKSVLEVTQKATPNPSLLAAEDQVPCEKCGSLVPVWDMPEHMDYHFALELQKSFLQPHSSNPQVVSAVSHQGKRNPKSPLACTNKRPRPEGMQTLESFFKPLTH
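Pol eta (10 nM) was preincubated with compounds for 15 min at room temperature, after which fluorescent replication substrate (50 nM final) was added to start the reaction. Fluorescence was read kinetically at 0 and 10 min.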
Pol iota inh: inhibitors of human DNA polymerase iota; Q9UNA4; Pol iota fluorescent replication assay, 10 min; Potency, µM (titrated, usually from 115 µM), for inactives: top-dose activity, negative = inhibition, hits mostly inhibitors; hit rate 1% among 390,000
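Fluorescent replication assay read twice, at 0 min and 10 min after adding 50 nM (final) substrate. Enzyme (10 nM) and compounds were first incubated 15 min at room temperature; enzyme-free buffer wells were negative controls.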
Anesthetic bind: binds horse apoferritin like a general anesthetic. P02791. apoferritin/1-aminoanthracene competitive binding, fluorescence. Potency, µM (highest dose often 77.5 µM), for the others: top-dose activity change, negative = displacement, hits mostly inhibitors. hit rate 0.074% among 350,000. AID 485281; further: on the % scale 0 is the no-effect control and ±100 the full control effect; nearly all actives have a fitted effect of over 20% in size
Target sequence (P02791 2-175 limits assumed): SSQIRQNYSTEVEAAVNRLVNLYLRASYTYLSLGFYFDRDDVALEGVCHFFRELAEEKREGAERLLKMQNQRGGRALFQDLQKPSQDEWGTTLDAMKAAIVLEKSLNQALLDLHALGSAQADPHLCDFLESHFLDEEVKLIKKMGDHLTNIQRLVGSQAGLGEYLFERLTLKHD
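Horse-spleen apoferritin (10 uM) was mixed with 50% saturated 1-aminoanthracene in PBS, exposed to compounds for 10 min at room temperature, and read for fluorescence (ex 380 nm, em 535 nm). Competitive displacement was fitted with a four-parameter Hill equation.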
G9a inh: blocks human histone lysine methyltransferase G9a | Q96KQ7 | G9a H3K9 monomethylation, AlphaScreen, 2 h | Potency, µM (highest dose often 102 µM), for inactives: at the top dose activity, negative = inhibition, hits mostly inhibitors | hit rate 8.8% among 350,000; further: on the % scale 0 is the no-effect control and ±100 the full control effect; nearly all actives have a fitted effect of over 75% in size
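Enzyme 20 nM + cpd, 15 min RT; add b-H3K9 pep 500 nM / SAM 20 uM; 2 h RT; anti-H3K9me1 Ab 0.5 ug/mL + SA donor / anti-rabbit acceptor beads 20 ug/mL each, 10 min; AlphaScreen read.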
BAZ2B block: BAZ2B (human) inhibition; Q9UIF8; AlphaScreen BAZ2B-H3K14Ac peptide displacement; Potency, µM (series often up to 114 µM), without a hit: at the highest dose activity change, negative = inhibition, actives largely listed as inhibitors; hit rate 4.4% among 360,000; further: on the % scale 0 is the no-effect control and ±100 the full control effect; nearly all actives have a fitted effect of over 60% in size
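Protein-peptide AlphaScreen: BAZ2B 50 nM, b-H3K14Ac 50 nM, 1x PBS pH 7.4 + 0.01% Tween-20. Preincubation 30 min RT; cpd 30 min RT (top 110 uM); beads 20 min RT, light-protected.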
An asterisk follows results filed as active; u = inconclusive; x = no result given; & = joins results of further samples; [ ] = another dose, or the depositor's remark. The call rests on the fitted dose curve; in most records, active means well fitted curve in the direction sought with a large enough effect; inconclusive means small, poorly fitted or top-dose-only effect, or another doubt; inactive means no such curve, though single readings can be large; an effect the other way counts as inactive or inconclusive. Potency means the concentration at half of the fitted maximal effect. Only part of the results is shown (hit frequency here may not be typical).

SMILES | APEX1 inh | BLM helicase inh | Pol beta inh | Pol kappa inh | Pol eta inh | Pol iota inh | Anesthetic bind | G9a inh | BAZ2B block
COc1ccc(CC(=S)N2CCOCC2)cc1F | -4% | -1% | -1% | 4% | -16% | -8% | 6% | -1%[59 µM] | -3%
COc1ccc(OC)c(C2=NOC(C(=O)NCC3CCCO3)C2)c1 (stereo unspecified) | 2% | 1% | 19% | -12% | -5% | -11%[58.9 µM] | -9% | -8%[59 µM] | 1%
N#Cc1ccc(C#Cc2ccc3oc4ccccc4c(=O)c3c2)cc1 | -4% | x | x | 0% | 2% | -6% | x | x | x
CC(=O)Nc1ccc(C(=O)COC(=O)CCc2ccccc2)c(F)c1 | -4% | x | x | -4% | -19% | -15% | x | u | -5%
COc1ccc(/C=N/NC(=O)c2ccc(C)nc2)cc1O | 0% | -3% | -10% | -19% | -6% | u | -12% | x | u
Cc1cc(NC(=O)CSc2nccn2-c2cccc(Cl)c2)no1 | 35% | -2% | -9% | -5% | -24% | 12% | -10% | 102%[activator] | 1%
COc1ccccc1N(CC(=O)NCCSCc1ccco1)S(=O)(=O)c1ccccc1 | 15% | -12% | -19% | -6% | -6% | 17% | -14% | u | -30%
CC1CN(C(=O)CSc2nc(-c3ccc(F)cc3)cs2)CC(C)O1 (stereo unspecified) | -3% | -2% | -1% | 1% | -13% | 11% | -6% | 3%[59 µM] | 9%
CCCc1cc(=O)oc2cc(OC(=O)CN3C(=O)NC4(CCCC4)C3=O)ccc12 | -2% | x | x | -1% | 3% | 18% | x | -24%[59 µM] | -6%
Nc1ccc(-c2nnc(-c3ccc(N)cc3)o2)cc1 | -17% | -1% | 13% | -19% | -14% | 26% | 40%[activator] | 12% | -7%

Next part, overlapping the part above by 3 compounds.
SMILES | APEX1 inh | BLM helicase inh | Pol beta inh | Pol kappa inh | Pol eta inh | Pol iota inh | Anesthetic bind | G9a inh | BAZ2B block
CC1CN(C(=O)CSc2nc(-c3ccc(F)cc3)cs2)CC(C)O1 (stereo unspecified) | -3% | -2% | -1% | 1% | -13% | 11% | -6% | 3%[59 µM] | 9%
CCCc1cc(=O)oc2cc(OC(=O)CN3C(=O)NC4(CCCC4)C3=O)ccc12 | -2% | x | x | -1% | 3% | 18% | x | -24%[59 µM] | -6%
Nc1ccc(-c2nnc(-c3ccc(N)cc3)o2)cc1 | -17% | -1% | 13% | -19% | -14% | 26% | 40%[activator] | 12% | -7%
Cc1ccc(CNC(=O)Cn2c(=O)cc(C)c3c(C)nn(-c4cccc(F)c4)c32)cc1 | x | 2% | 70% | 0% | -7% | 5% | 6% | 6%[59 µM] | -1%
CC1(C)CC(=O)C(C=NCCN2CCNCC2)=C(O)C1 | -1% | 0% | 1% | -3% | -3% | 25% | -5% | -1% | -2%
CCCn1nnnc1NCc1ccccc1OCc1cccs1 | 0% | -1% | 12% | 4% | -9% | 28% | -2% | -6%[12.7 µM] | -2%
CCn1c(Oc2ccccc2C)nc2c1c(=O)n(C)c(=O)n2C | 12% | 3% | -3% | 0% | 1% | 20% | -6% | -10%[59 µM] | -12%
Cc1ccc(S(=O)(=O)NCC(=O)N2CCOCC2)cc1 | -2% | -1% | 9% | 19% | -6% | 4% | 0% | u | -2%
CC1CCCN(C(=O)CSc2nc3ccccc3o2)C1 (stereo unspecified) | -1% | -2% | 5% | -2% | -14% | 6% | u | x | 6%
O=C(Nc1ccc(S(=O)(=O)Nc2nccs2)cc1)C1CCCCC1 | -1% | -3% | 20% | -2% | -2% | 2% | -15% | 17%[59 µM] | 0%
CNc1nc(N2CCc3ccccc32)ncc1F | -1% | -5% | -19% | -14% | -3% | -6% | -13% | -50%[59 µM] | u
CCC1(C)CC2(CCCN(CCC(O)(c3ccccc3)c3ccccc3)C2)CCO1 (stereo unspecified) | 3% | -4% | u | -6% | -7% | -27%[58.9 µM] | -5% | 0% | -17%
CCOC(=O)Nc1nc(C)c(C(=O)c2ccc(Cl)cc2)s1 | 4% | 0% | 4% | -15% | -5% | 9% | -4% | 16%[59 µM] | 0%
O=C1CCc2ccc(NS(=O)(=O)c3ccc(F)cc3)cc2N1 | 0% | 0% | 10% | 0% | -6% | 28% | -7% | 30% | 0%
CCCN(C(=O)Cn1ncc2c(=O)oc3ccccc3c21)c1cccc(C)c1 | -12% | 1%&2% | 22%&12% | -2%&-10% | -3%&5% | -4%&6% | u | -4%&18%[59 µM] | 1%
Cc1ccc(-c2noc(CCC(=O)Nc3cc(C)ccn3)n2)cc1 | 1% | 1% | -4% | -2% | -1% | 18% | -9% | 1% | 0%
COc1ccccc1N1CCN(C(=O)CN(C)S(=O)(=O)c2cc(C)ccc2OC)CC1 | 2% | 2% | -15% | -19% | -16% | 2% | -6% | 9% | -17%
CC(NC(=O)Cn1nc(-c2ccccc2)ccc1=O)c1ccccc1 (stereo unspecified) | -6% | -2% | 10% | 3% | -8% | 24% | u | x | -18%
COc1ccc(OCc2nc(C#N)c(NCCCn3ccnc3)o2)cc1 | 2% | 0% | 0% | 5% | -19% | 67%[activator] | -12% | -38% | u
CCCNC(=O)c1cccc(COc2ccccc2OC)c1 | 2% | -5% | 10% | -7% | -17% | 37%[activator] | -6% | -10% | -30%
S=C(NC1CCCC1)NC1CC1 | -1% | 2% | 28% | -8% | 6% | -5% | 2% | 14%[59 µM] | -6%
CCOC(=O)c1c(C)[nH]c(C)c1S(=O)(=O)N1CCC(C(=O)Nc2ccc(C)c(N(C)C)c2)CC1 | x | -4% | -12% | -6% | -20% | 25% | -9% | u | -35%
COc1ccc(-c2nc(CSCC(=O)NC3CC3)c(C)o2)cc1OC | -2% | -1% | -4% | -3% | -8% | 12% | 1% | -5% | -2%
COC(=O)c1ccccc1NC(=O)CSc1nnc(-c2cccnc2)n1N | 6% | -7% | 3% | -8% | -8% | 58%[activator] | -9% | -36% | -7%
CCc1ccc(NC(=O)c2c(C(=O)Nc3ccccc3)sc3nc(C)cc(=O)n23)cc1 | 8% | -2%&0% | 25%&8% | -3%&13% | u | -6%&-19% | u | -40% | -6%&-12%
Cc1cnc(C(=O)OCC(=O)c2csc(N3CCCCC3)n2)cn1 | -3% | u | 45µM* | -24% | 25µM* | u | -19% | 0%[12.7 µM] | u
CCn1c(Cc2ccccc2)nnc1SCC(=O)Nc1ccc2c(c1)OCO2 | -6% | -2% | 27% | 0% | 2% | 12% | u | -29% | -31%
Cc1cc(C)c(S(=O)(=O)N2CCCOC2CNC(=O)C(=O)NCc2ccccn2)c(C)c1 (stereo unspecified) | -3% | -3% | 11% | -1% | -20% | 78%[activator] | -12% | 22% | -13%
O=C(NCc1n[nH]c(=S)n1-c1ccc(Cl)c(Cl)c1)c1ccco1 | 4% | -6% | 13% | 0% | -4% | 5% | -3% | 8%[12.7 µM] | -8%
Cc1ccc2c(Cl)cc(Cl)c(OCC(=O)Nc3cc(C)on3)c2n1 | -3% | -3% | 13% | x | x | x | -8% | 0%[0.501 µM] | -3%
COc1ccc(-n2cccc2C=O)cc1 | -3% | 2% | 1% | -13% | -2% | 9% | -10% | -11%[59 µM] | -6%
O=C(COC(=O)[C@@H]1CCCN1C(=O)c1cccs1)Nc1ccc(F)cc1[N+](=O)[O-] | -2% | 2% | 27% | 1% | -22% | 94%[activator] | -20% | u | x
CCn1c(=S)sc2c(=O)[nH]c(C)nc21 | 1% | 1% | -19% | -12% | -15% | 14% | 4% | -9%[59 µM] | -5%
Fc1cccc(Cl)c1CSc1nnnn1-c1ccc2c(c1)OCO2 | -4% | -9% | 8% | -13% | -8% | -20% | -12% | 22% | 32%
Cc1ccc(NC(=O)CN(c2ccccc2F)S(C)(=O)=O)cc1 | -1% | -1% | 1% | -3% | -10% | 74%[activator] | -6% | -4%[59 µM] | -6%
CCc1ccccc1NC(=O)CNC(=O)CNC(=O)c1cccs1 | 25% | x | x | -19% | -16% | 24% | x | 14%[12.7 µM] | -2%
CSCCC(NC=C1C(=O)OC(C)(C)OC1=O)C(=O)O (stereo unspecified) | -3% | 1% | 6% | -10% | 6% | 4% | -2% | -11% | -30%
CCSc1ncc(Cl)c(C(=O)Nc2sc(C(C)=O)c(C)c2C(=O)OC)n1 | x | -3% | 27% | 15% | 0% | -11% | -2% | -4%[59 µM] | -14%
O=C(CCN1C(=O)c2ccccc2C1=O)Nc1ccccn1 | 0% | 3% | 16% | -4% | -5% | 22% | 14% | 13%[12.7 µM] | -11%
Cc1nn2c(=O)cc(COC(=O)c3ccc(NC(=O)CCc4ccccc4)cc3)nc2s1 | x | -9% | 79µM* | -9%[60.1 µM] | -1% | -6% | -3% | 2%[59 µM] | -7%
COc1ccc(N2CCN(C(=O)c3ccncc3)CC2)cc1 | -3% | -1% | 4% | -11% | -5% | 0% | -3% | u | -27%
CCc1ccc(-c2cc(C)no2)cc1S(=O)(=O)NCCc1ccc(OC)c(OC)c1 | 45%[activator] | -4% | -8% | 11% | -14% | 28% | 4% | u | -2%
O=C(CCNC(=O)c1ccc(Br)cc1)NNC(=O)C1COc2ccccc2O1 (stereo unspecified) | 2% | x | x | -5% | -5% | 21% | x | 10% | 10%
Nc1cc(Cl)ccc1C(=O)OCC(=O)NC1CCCCC1 | 15% | 1% | 26% | 1% | -22% | 76%[activator] | -5% | 14% | -3%
N#Cc1ccc(C(=O)Nc2ccc(N3CCN(C(=O)c4ccco4)CC3)cc2)c(F)c1 | -5% | -3% | 0% | -10% | 0% | 5% | -10% | -6%[59 µM] | u
Cc1occc1C(=O)N(C)Cc1nc(-c2ccc(Cl)cc2)no1 | -20% | -6% | 17% | -13% | 5% | 15% | -1% | 10% | -5%
O=C(COC(=O)Cc1ccccc1[N+](=O)[O-])NCC1CCCCC1 | -5% | 0% | -19% | -9% | -14% | 58%[activator] | -23% | -39% | -17%
O=C(COC(=O)c1ccc(Br)o1)NCCc1ccccc1 | -3% | 2% | -5% | -9% | -11% | 23% | -10% | -29% | -15%
CCN1CCN(c2nc3c(C)cccn3c(=O)c2C=C(C#N)C#N)CC1 | 3% | 5% | -1% | -6% | -8% | 5% | -4% | u | 3%

Screening results (PubChem BioAssay)
